# Rv3671c protease = Rv3671c (M. tuberculosis) protease inhibition. P9WHR9. inhibition, % at 5.96 µM. 320,000 compounds, 0.048% hits. AID 2606; in the data active means inhibition above about 38%;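 further: extracellular domain of Rv3671c used as enzyme; 0% = enzyme with DMSO and 100% = no enzyme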
# Target sequence (P9WHR9 whole entry, looked up, the tested form may be a part): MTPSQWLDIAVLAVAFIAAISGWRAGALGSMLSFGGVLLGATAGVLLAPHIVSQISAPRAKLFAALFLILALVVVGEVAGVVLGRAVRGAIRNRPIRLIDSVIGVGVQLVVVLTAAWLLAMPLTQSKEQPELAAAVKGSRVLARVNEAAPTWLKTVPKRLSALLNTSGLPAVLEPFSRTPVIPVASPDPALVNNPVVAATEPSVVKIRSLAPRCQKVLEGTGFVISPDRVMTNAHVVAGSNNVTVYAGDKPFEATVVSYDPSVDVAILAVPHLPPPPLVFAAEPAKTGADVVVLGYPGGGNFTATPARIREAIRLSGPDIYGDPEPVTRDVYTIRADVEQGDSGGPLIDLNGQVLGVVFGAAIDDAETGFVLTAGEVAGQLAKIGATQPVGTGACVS
# GDH-TPI inh = counter-screen for M. tuberculosis FBA inhibitors: GDH-TPI coupled enzymes. 360,000 compounds, 1.2% hits. AID 588335. inhibition, % at 4.8 µM. GDH-TPI coupled enzyme counterscreen, NADH absorbance;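 further: 0% = DMSO wells and 100% = wells lacking the enzyme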
# BoNT F protease = inhibitors of Botulinum neurotoxin F light chain protease | Multiplex microsphere protease cleavage assay, flow cytometry | inhibition, % at 10 µM | 360,000 compounds, 0.22% hits; in the data active means inhibition above about 35%, passing the limit was not always enough; inconclusive means no clear call, values can overlap the other calls; further: plate controls were buffer without enzyme for full effect and enzyme alone for no effect
# VHR inh abs = DUSP3 (human) phosphatase inhibition | P51452 | recombinant VHR phosphatase, pNPP absorbance | AID 1654 | 290,000 compounds, 0.52% hits | inhibition, % at 13.3 µM; in the data active means inhibition above about 50%; further: some compounds called inactive have numbers as strong as hits
# CCHF vOTU inh = CCHFV vOTU protease inhibition; Pep-AMC fluorescence; inhibition, % at 11.5 µM; 370,000 compounds, 0.55% hits; AID 651958; further: 0% = vehicle wells with enzyme and 100% = no enzyme wells
# Mtb FBA inh = inhibits M. tuberculosis FBA enzyme | P9WQA3 | purified M. tuberculosis FBA, fluorescence read-out | inhibition, % at 1 µM | 360,000 compounds, 2.3% hits | AID 588726; in the data active means inhibition above about 27%;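 further: 0% = vehicle and 100% = reference inhibitor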
# Mtb BioA inh = inhibitors of Mycobacterium tuberculosis BioA enzyme; 360,000 compounds, 0.096% hits; purified M. tuberculosis BioA enzyme, plate reader; AID 602481; inhibition, % at 9.99 µM; in the data active means inhibition above about 40%; inconclusive means no clear call, values can overlap the other calls
# FadD28 binding = M. tuberculosis FadD28 bisubstrate binding inhibition; inhibition, % at 12.5 µM; FadD28 bisubstrate probe binding, fluorescence polarization; AID 588549; 360,000 compounds, 0.22% hits; in the data active means inhibition above about 8.5%, passing the limit was not always enough; inconclusive means no clear call, values can overlap the other calls
# UGM FP inh = inhibitors of M. tuberculosis UDP-galactopyranose mutase; P9WIQ1; purified UGM, fluorescence polarization probe displacement; inhibition, % at 10 µM; 320,000 compounds, 0.06% hits; AID 504406; in the data active means inhibition above about 10%, passing the limit was not always enough; inconclusive means no clear call, values can overlap the other calls
# Target sequence (P9WIQ1 whole entry, looked up): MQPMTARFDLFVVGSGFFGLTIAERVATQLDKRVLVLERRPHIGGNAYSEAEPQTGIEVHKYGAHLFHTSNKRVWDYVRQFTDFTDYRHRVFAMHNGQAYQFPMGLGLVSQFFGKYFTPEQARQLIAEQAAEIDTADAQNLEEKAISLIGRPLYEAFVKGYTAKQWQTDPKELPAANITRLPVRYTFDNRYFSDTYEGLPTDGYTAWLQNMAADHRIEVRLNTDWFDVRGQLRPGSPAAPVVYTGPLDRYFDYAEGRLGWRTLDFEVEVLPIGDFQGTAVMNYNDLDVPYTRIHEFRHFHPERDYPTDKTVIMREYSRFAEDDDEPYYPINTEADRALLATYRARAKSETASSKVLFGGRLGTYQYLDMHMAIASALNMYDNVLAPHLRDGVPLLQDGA
# MazEF act = MazEF (E. coli) toxin RNase activation; P0AE70; FAM/BHQ RNA-DNA oligo cleavage fluorescence, 5 h; activation, % at 20 µM; 350,000 compounds, 0.32% hits; AID 504720; in the data active means activation above about 50%
# Target sequence (P0AE70 whole entry, looked up): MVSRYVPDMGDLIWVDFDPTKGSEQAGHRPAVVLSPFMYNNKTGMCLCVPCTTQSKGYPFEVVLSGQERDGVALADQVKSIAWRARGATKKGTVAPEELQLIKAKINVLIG
# Active calls of the source: *; i = inactive; ? = inconclusive; nt = not tested or not shown. Unless noted, no stated cut-off is given here; in the data, active means inhibition above about 30%; inactive means the rest.
SMILES	Rv3671c protease	GDH-TPI inh	BoNT F protease	VHR inh abs	CCHF vOTU inh	Mtb FBA inh	Mtb BioA inh	FadD28 binding	UGM FP inh	MazEF act
COc1ccccc1OC(C)C(=O)N1CC(=O)Nc2ccccc21 (centres undefined)	-4	-5	-28	7	-10	3	0.5	2.3	1.2	5
COc1ccc(CCNCCN2CCOCC2)cc1	1	-15	?	20	-1	-1	11	-3.8	-3.7	6
C=CCNC(=O)/C(C#N)=C/c1ccc2c(c1)OCCO2	11	16	-4	4	-13	-3	nt	-0.6	4.0	9
COc1ccccc1C(=O)OCC#CCSc1nnc(-c2cccc3ccccc23)o1	-13	7	-9	nt	-3	6	-1.5	-1.4	-1.6	-3
O=C(C1CC(=O)N(c2ccccc2)C1)N1CCN(c2ccccc2)CC1 (centres undefined)	3	3	2	34	-3	-1	8.9	-0.9	-1.7	7
CC1SC(C)C(=O)N(CC(=O)NC2CCCCC2)C1=O (centres undefined)	nt	-2	-7	4	-7	0	-0.4	-1.5	nt	1
Nc1ccc2[nH]c(=S)[nH]c2c1	nt	4	-5	nt	5	5	7.6	nt	nt	4
Cc1cc(C)c(S(=O)(=O)N2CCOCC2)c(C)c1N(C)S(=O)(=O)c1ccccc1	0	3	12	18	-6	-2	1.4	0.7	-1.0	0
O=C1CN(O)C(c2ccccc2)=c2cc(Cl)ccc2=N1	4	2	7	20	4	1	1.0	-2.4	-0.7	4
O=C(COC(=O)/C=C/c1ccc(C(F)(F)F)cc1)NC1CC1	1	4	7	nt	-6	4	-0.7	1.1	nt	-9

# Rewritten with two lines to a compound: entries from further up
# Order of values: Rv3671c protease, GDH-TPI inh, BoNT F protease, VHR inh abs, CCHF vOTU inh, Mtb FBA inh, Mtb BioA inh, FadD28 binding, UGM FP inh, MazEF act
CC1SC(C)C(=O)N(CC(=O)NC2CCCCC2)C1=O (centres undefined)
 : nt, -2, -7, 4, -7, 0, -0.4, -1.5, nt, 1
O=C1CN(O)C(c2ccccc2)=c2cc(Cl)ccc2=N1
 : 4, 2, 7, 20, 4, 1, 1.0, -2.4, -0.7, 4
C=CCNC(=O)/C(C#N)=C/c1ccc2c(c1)OCCO2
 : 11, 16, -4, 4, -13, -3, nt, -0.6, 4.0, 9

# (more compounds)
SMILES	Rv3671c protease	GDH-TPI inh	BoNT F protease	VHR inh abs	CCHF vOTU inh	Mtb FBA inh	Mtb BioA inh	FadD28 binding	UGM FP inh	MazEF act
Cc1c(N=Nc2ccc(O)cc2)c(=O)n(-c2ccccc2)n1C	-11	23	-5	13	10	-12	nt	-3.9	0.3	1
CC(C)Cn1c(N)c(C(=O)COC(=O)CCc2nc3ccccc3s2)c(=O)n(C)c1=O	5	-6	2	-6	11	-3	0.3	-4.7	1.0	6
O=C(c1cccc(Cl)c1)N1CCC(N2CCC(C(=O)N3CCCC3)CC2)CC1	-18	11	2	38	-13	1	-1.6	-0.9	-2.0	4
CCOc1ccc(CNC(=O)c2ccc(NC(=O)C3=CSCCO3)cc2)cc1	-6	4	3	-17	17	2	-0.2	-2.6	3.5	-24
COc1ccccc1N(C)S(=O)(=O)c1ccc(C(=O)NC(C)(C)C)cc1	8	5	?	-1	4	1	-5.3	-1.8	0.3	2
CNc1nc(-c2ccc3c(c2)CCN3C(=O)c2ccccc2F)cs1	nt	5	0	4	3	-2	nt	-4.0	nt	2
COc1ccc(C(C)=O)cc1Cn1nc(C)c([N+](=O)[O-])c1C	-3	4	3	9	4	2	0.8	-2.0	-0.2	6
COc1ccc(NCC(=O)N/N=C/C2CCCCC2)cc1	-12	16	-18	17	0	-1	-1.4	-1.5	0.8	-6
CCCCNS(=O)(=O)c1ccc(OC)c(Cl)c1Cl	1	-7	1	28	0	3	-0.6	-5.7	3.1	5
CC(C)(C)NC(=O)C(c1ccncc1)N(C(=O)C1CSC(=O)C1)c1ccccc1 (centres undefined)	-12	-7	-2	-5	4	-2	-3.1	-3.3	3.5	-3

# Single values from above:
# FadD28 binding, COc1ccc(NCC(=O)N/N=C/C2CCCCC2)cc1 is entered as -1.5
# UGM FP inh, Cc1c(N=Nc2ccc(O)cc2)c(=O)n(-c2ccccc2)n1C is entered as 0.3
# CCHF vOTU inh, CCOc1ccc(CNC(=O)c2ccc(NC(=O)C3=CSCCO3)cc2)cc1 is entered as 17
# Mtb FBA inh, CNc1nc(-c2ccc3c(c2)CCN3C(=O)c2ccccc2F)cs1 is entered as -2
# Mtb BioA inh, O=C(c1cccc(Cl)c1)N1CCC(N2CCC(C(=O)N3CCCC3)CC2)CC1 is entered as -1.6

# (listing goes on)
SMILES	Rv3671c protease	GDH-TPI inh	BoNT F protease	VHR inh abs	CCHF vOTU inh	Mtb FBA inh	Mtb BioA inh	FadD28 binding	UGM FP inh	MazEF act
Cc1cc(C)c(C#N)c(Sc2nnnn2-c2ccccc2)n1	-4	3	0	24	-8	8	-0.4	-0.9	-1.2	-3
CC(C)(C)NC(=O)c1oc2ccccc2c1COc1ccccc1	-3	6	-6	-17	11	0	-0.9	-0.1	-2.6	-1
COc1cc(C(=O)NCCc2ccc(S(N)(=O)=O)cc2)cc(OC)c1OC	-7	13	5	-12	-20	-2	1.1	0.1	1.9	7
CCN(CC)S(=O)(=O)c1cc(OC)c(C)cc1C	-3	-7	-2	5	6	0	nt	-2.6	-2.0	-11
Cc1cc(O)ccc1NC(=O)c1ccccc1	-10	-7	2	-12	-5	-3	nt	-4.4	2.1	0
CSc1nc(NCc2ccco2)c2ccccc2n1	4	5	?	35	15	12	1.2	-3.7	0.8	8
O=C(c1cccc(S(=O)(=O)N2CCOCC2)c1)N1CCN(c2ccc(F)cc2)CC1	9	-2	5	26	-5	3	-2.7	0.6	-2.6	-3
COc1ccccc1-c1cccc([C@@H]2C[C@H]3[C@H](CON3C)CN2C)c1	nt	6	-7	nt	-3	-2	-0.5	-3.4	nt	-10
CC(C)OCCCNC(=O)c1cn(C)c2ccc(S(=O)(=O)N3CCCC3)cc2c1=O	-7	6	-4	34	-1	-3	-1.1	1.6	-1.6	8
N#Cc1c(N2C(=O)Nc3ccccc3N2O)sc2c1CCCC2	7	5	-3	4	11	-3	nt	-2.6	0.3	0
CC(C)C(=O)Nc1cccc(NC(=S)NC(=O)c2cccs2)c1	-29	4	-2	33	-1	6	-6.4	-0.5	2.7	3
CC(=O)Nc1nc(C)c(-c2nc3ccc([N+](=O)[O-])cc3[nH]2)s1	1	18	20	74	7	0	7.8	-5.3	0.5	14
O=C(COc1ccc(Cl)cc1)Nc1ccc2oc(=O)ccc2c1	-6	-1	2	12	3	3	1.9	-0.4	1.8	-2
CCC(Cc1ccccc1)NC(=O)CN1C(=O)CSc2ncccc21 (centres undefined)	1	0	-7	28	-2	5	-1.6	-0.6	1.7	1
CC1(c2ccccc2)NC(=O)N(CC(=O)NC(=O)NC2CCCC2)C1=O (centres undefined)	-5	-2	4	23	-16	4	nt	1.4	-0.3	6
Cn1c(=O)cc(OCC(=O)NC2CCCCC2)c2ccccc21	-6	-3	4	-4	-7	2	nt	0.3	1.6	6
COc1cccc(/C=C/C(=O)OCC(=O)Nc2ccc(Cl)c(S(=O)(=O)N(C)C)c2)c1OC	-54	1	-6	22	3	3	nt	0.5	-1.8	-9
COc1ccc(-c2cc3nc(C)c(CCC(=O)N4CCN(c5ccccn5)CC4)c(C)n3n2)c(OC)c1	-9	6	-1	-15	9	6	nt	-3.8	-1.5	-7
O=C(COC(=O)CCCN=C1NS(=O)(=O)c2ccccc21)NNC(=O)c1ccccc1	11	1	9	nt	-5	1	-0.2	1.0	3.3	-6
Cc1n(CC(O)COC2CCCCC2)c2ccccc2[n+]1C (centres undefined)	5	-3	-3	44	3	1	nt	-0.3	-1.0	3
CCC(Sc1nc2ccncc2[nH]1)C(=O)Nc1ccc(C)c(Cl)c1 (centres undefined)	-19	8	-6	-2	4	-2	11	-14	0.1	7
Cc1cc(C)c(S(C)(=O)=O)c(Oc2ccc(C(C)(C)C)cc2)n1	3	3	1	16	3	8	nt	1.6	1.5	3
COc1ccc(CNC(=O)C2CC(=O)N(C3CCCCC3)C2)cc1 (centres undefined)	-7	-1	0	19	-7	2	-0.2	-1.7	-0.5	3
CC[C@]12c3[nH]c4ccc(Cl)cc4c3CCN1C(=O)[C@@H](CC(=O)NCC13CC4CC(CC(C4)C1)C3)C[C@@H]2C(=O)N1CCN(C(=O)C2CC2)CC1	nt	11	-4	nt	-3	0	0.7	-1.0	nt	8
Nc1nc(Sc2c([N+](=O)[O-])cc(C(F)(F)F)cc2[N+](=O)[O-])n[nH]1	5	5	?	16	-5	-1	nt	-1.8	-1.1	-6
CCc1cccc2c(=O)c(C(=O)N3CCCCCC3)c[nH]c12	3	5	0	-20	1	1	-1.9	0.2	1.5	5
COc1ccc(C(CNC(=O)CNC(=O)c2cc(OC)c(OC)c(OC)c2)N2CCOCC2)cc1 (centres undefined)	nt	8	nt	nt	-1	19	-1.2	-4.2	nt	-6
Cc1cc(C)cc(NC(=S)Nc2cccc3ccccc23)c1	-5	9	6	14	-6	42*	-1.8	-2.3	-0.1	3
Cc1ccccc1NS(=O)(=O)c1ccc(C(=O)NCC2CCCO2)cc1 (centres undefined)	2	-3	-5	nt	-7	1	nt	-0.2	nt	-1
NC(=O)NC(c1ccccc1)c1ccccc1F (centres undefined)	-3	4	-3	9	-5	2	nt	-0.2	3.8	0
O=c1nc2ccccn2c2ccc(S(=O)(=O)N3CCCCC3)cc12	-1	11	1	6	-85	99*	0.1	nt	3.8	5
COC(=O)c1oc2nc(C)cc(C)c2c1N	-2	16	i	7	-41	69*	nt	-2.4	-1.5	2
Cc1[nH][nH]c(=O)c1C=NCc1cccc(C(F)(F)F)c1	1	2	0	9	2	0	1.0	-3.1	1.0	-2
Cc1nnc(N(Cc2ccco2)C(=O)c2cccc(C#N)c2)s1	2	-2	-5	2	1	-7	0.8	-2.8	3.5	7
O=C(CSc1nnc(C2CC2)n1C1CC1)c1ccccc1F	0	-1	10	nt	0	-2	0.3	-3.0	-1.2	3
C=CCOC(=O)CCCCCCCC	6	1	-2	nt	3	-2	-0.6	-2.7	0.3	6
COc1ccc(-n2nc(C(=O)NCC(=O)N3CCCC(C)C3)c3ccccc3c2=O)cc1 (centres undefined)	2	3	-4	31	-2	0	0.8	-0.7	1.8	5
CC(C)NC(=O)Cn1c(SCC(=O)N2CCCc3ccccc32)nc2ccccc21	-8	-2	2	7	-7	1	0.4	-0.7	-1.1	-3
Cc1cc2occ(CC(=O)N(C)CC(=O)Nc3ccc(F)cc3)c2cc1C	-3	-7	7	nt	4	4	0.6	-1.8	-0.1	-9
COc1ccc(/C=N/Nc2ncnc(Cl)c2N)cc1OC	-7	16	-5	-10	-2	2	14	-2.4	-1.4	0
CCc1ccccc1NC(=O)CC1CS(=O)(=O)CC1CC(=O)Nc1ccccc1CC (centres undefined)	2	-1	-7	13	-12	6	-5.1	-0.3	1.5	-1
